USP2a inh: USP2a (human) protease inhibition; 0.01% of 330,000 active; USP2 core, Ub-CHOP2 coupled fluorogenic reporter, 485/531; Potency, µM (highest dose often 38.3 µM), inactives show at the highest dose activity change, negative = inhibition, actives largely listed as inhibitors;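 further: potency means the concentration at half of the fitted maximal effect; plate controls were DMSO wells for no effect and full inhibition by NEM control for full effect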
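Deubiquitinase activity read as fluorescence (485/531 nm) after Ub-CHOP2 cleavage activates the enterokinase reporter on its substrate; USP2 core 10nM, Ub-CHOP2 and substrate 25nM each, 30min compound preincubation then 60min RT; data normalized to NEM, curves fitted.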
Menin MLL FP TR: menin-MLL binding inhibition, Texas Red mutant peptide | 0.23% of 270,000 active | O00255 | Potency, µM (doses to about 61.6 µM), for the others: at the top dose FP activity change, negative = inhibition, usual class: inhibitors | Menin + Texas Red MLL mutant peptide, fluorescence polarization; active means well fitted inhibition curve with a large enough effect in the polarisation, with a control signal flat, not every such curve was filed as active; inconclusive means small, poorly fitted or top-dose-only effect, or effect the other way, or a change in a side signal; inactive means no such curve, though single readings can be large or run the other way; the % refers to the polarisation; further: potency means the concentration at half of the fitted maximal effect; % of control where 0% means no effect; many of its hits are not listed in these tables
S-ASM inh: blocks human secretory acid sphingomyelinase; P17405; placental ASM, HMU-PC fluorogenic substrate, 60 min; Potency, µM (titrated, usually from 57.5 µM), for inactives: at the highest dose activity change, negative = inhibition, actives largely listed as inhibitors; 0.006% of 340,000 active; AID 504937; further: potency means the concentration at half of the fitted maximal effect
Target sequence (P17405 47-631 limits assumed): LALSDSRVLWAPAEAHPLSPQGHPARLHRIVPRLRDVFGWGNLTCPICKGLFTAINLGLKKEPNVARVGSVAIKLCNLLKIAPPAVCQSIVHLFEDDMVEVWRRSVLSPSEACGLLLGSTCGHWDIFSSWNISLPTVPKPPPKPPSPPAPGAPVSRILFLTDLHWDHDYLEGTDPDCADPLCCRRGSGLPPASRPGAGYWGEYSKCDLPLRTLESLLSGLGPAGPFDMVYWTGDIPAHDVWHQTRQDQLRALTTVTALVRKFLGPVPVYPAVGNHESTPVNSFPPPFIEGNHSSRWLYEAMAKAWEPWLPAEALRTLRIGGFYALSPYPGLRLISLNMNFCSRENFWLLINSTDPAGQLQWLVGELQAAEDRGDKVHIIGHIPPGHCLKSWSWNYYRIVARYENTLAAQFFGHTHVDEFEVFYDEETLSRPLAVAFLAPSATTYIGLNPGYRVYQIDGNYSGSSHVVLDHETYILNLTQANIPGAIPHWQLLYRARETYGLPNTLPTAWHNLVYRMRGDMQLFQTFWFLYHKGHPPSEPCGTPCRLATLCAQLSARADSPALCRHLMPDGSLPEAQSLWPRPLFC
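HMU-PC0 cleavage (9 uM final) by human placental ASM, 60 min at 37 °C following 10 min compound exposure at RT; stopped at pH 10, fluorescence Ex 386/Em 447 nm.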
MBNL1-CUG inh: inhibitors of human MBNL1 binding to CUG repeat RNA. 0.036% of 280,000 active. AID 2675. Q9NR56. TR-FRET MBNL1-His/biotin-(CUG)12 binding, 665/545 ratio. Potency, µM (doses to about 57.5 µM), for inactives: at the top dose activity change, negative = inhibition, most hits filed as inhibitors; active means well fitted inhibition curve with a large enough effect in the signal ratio, with a control signal flat, not every such curve was filed as active; inconclusive means small, poorly fitted or top-dose-only effect, or effect the other way, or a change in a side signal; inactive means no such curve, though single readings can be large or run the other way; the % refers to the signal ratio; further: potency means the concentration at half of the fitted maximal effect; on the % scale 0 is the no-effect control and ±100 the full control effect
Target sequence (Q9NR56 whole entry, looked up): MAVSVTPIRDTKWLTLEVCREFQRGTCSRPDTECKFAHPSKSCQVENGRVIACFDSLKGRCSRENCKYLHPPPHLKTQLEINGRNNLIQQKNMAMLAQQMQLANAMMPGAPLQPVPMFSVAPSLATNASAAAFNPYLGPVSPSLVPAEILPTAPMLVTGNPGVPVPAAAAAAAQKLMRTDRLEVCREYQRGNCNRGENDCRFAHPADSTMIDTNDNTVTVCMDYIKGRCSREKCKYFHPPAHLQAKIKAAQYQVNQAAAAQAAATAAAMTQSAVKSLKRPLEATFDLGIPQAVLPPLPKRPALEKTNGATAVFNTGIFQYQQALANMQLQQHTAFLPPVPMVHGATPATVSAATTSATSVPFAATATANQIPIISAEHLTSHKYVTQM
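Inhibition of protein-RNA binding appears as loss of TR-FRET between terbium anti-His antibody on MBNL1-His and streptavidin-XL665 on biotin-(CUG)12. Activity is normalized to buffer-only and uninhibited-complex controls.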
TSHR antagonist: human thyrotropin receptor antagonism; AID 504810; P16473; 0.2% of 330,000 active; TSHR-expressing cells, TSH-stimulated cAMP HTRF, 2 h; hits give low values; activity change, negative = inhibition, % at 11.5 µM;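 active means activity change below a set negative limit, meaning inhibition stronger than a set level, cut at about -70% in these data; inconclusive means activity change between two set negative limits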; further: on the % scale 0 is the no-effect control and ±100 the full control effect
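Inhibition of cAMP made by TSHR-expressing cells under TSH stimulation (4nM final, EC80; 2 h, 37 deg C) is quantified with a one-step lysis HTRF kit, anti-cAMP cryptate versus cAMP-d2.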
Eya2 phos inh: Eya2 (human) phosphatase inhibition. O00167. recombinant Eya2, OMFP fluorescence dephosphorylation (OMFP is methylfluorescein phosphate). Potency, µM (highest dose often 76.9 µM), for inactives: at the highest dose activity, negative = inhibition, actives largely listed as inhibitors. 0.006% of 330,000 active. AID 488837; further: potency means the concentration at half of the fitted maximal effect; on the % scale 0 is the no-effect control and ±100 the full control effect
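Eya2 (0.2 uM) preincubated 10 min at ambient with compound, then OMFP substrate added at 50 uM; 10 min reaction in 50 mM HEPES pH 7.5, 50 mM NaCl, 5 uM MgCl2, 0.05% BSA, 1 mM DTT. Fluorescence read at Ex 485/Em 525 nm.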
Mito fusion act: inhibitors of mitochondrial division or activators of mitochondrial fusion | Potency, µM (titrated, usually from 46.1 µM), inactives show at the highest dose growth rescue (activation), most hits filed as activators | 0.23% of 320,000 active | S. cerevisiae fusion-defective mutant growth rescue, CellTiterGlo 48 h;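 further: potency means the concentration at half of the fitted maximal effect; % of control where 0% means no effect; nearly all actives have a fitted effect of over 45% in size; temperature-sensitive fusion mutants such as fzo1-1 at 37 °C on non-fermentable ethanol glycerol medium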
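Growth-rescue viability read-out: after 48 h at the non-permissive 37C in glycerol/ethanol YPEG, yeast mitochondrial fusion mutants are measured by CellTiterGlo luminescence; compounds (23 nl pinned per well) restoring growth score as division inhibitors or fusion activators.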
Chronic BCR inh: chronic active BCR signaling inhibition; ABC-DLBCL IkBa-CBG/CBR reporter, luminescence ratio, 4 h; Potency, µM (titrated, usually from 46.1 µM), inactives show at the top dose ratio change, negative = lower green/red ratio, hits mostly inhibitors; 0.05% of 340,000 active; AID 493014; active means well fitted inhibition curve with a large enough effect in the signal ratio, with a control signal flat, not every such curve was filed as active; inconclusive means small, poorly fitted or top-dose-only effect, or effect the other way, or a change in a side signal; the % refers to the signal ratio;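 further: potency means the concentration at half of the fitted maximal effect; plate controls were basal doxycycline-induced cells for no effect and cells given 10 µM MG132 for full effect; MG132 reads +100%, hits lower the ratio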
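Compounds up to 46 uM were incubated four hours with TMD8 cells whose green CBG68 luciferase is fused to IkappaBalpha; red CBR luminescence normalised the signal, and concentration-effect curves were fitted to fusion, red and ratio data.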
GALK inh: blocks human galactokinase activity | Potency, µM (top dose mostly 57.5 µM), for inactives: at the highest dose activity change, negative = inhibition, usual class: inhibitors | 0.007% of 270,000 active | Purified GALK, Kinase-Glo residual ATP luminescence | P51570; further: potency means the concentration at half of the fitted maximal effect; on the % scale 0 is the no-effect control and ±100 the full control effect
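ATP-depletion format; final 35 uM ATP, 100 uM D-galactose, 5 nM enzyme; pH 8.0 HEPES/Mg2+ buffer; 60 min RT; luminescence read 10 min after detection reagent.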
KCNH2 WT inh: inhibitors of human wildtype KCNH2 potassium channel; Q12809; U2OS, BacMam KCNH2, thallium flux FluxOr; hits give low values; activity change, % at 1.84 µM; 0.37% of 340,000 active; AID 720551;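 active means maximum activity change below -70%; inconclusive means maximum activity change between -70% and -50%; inactive means maximum activity change above -50%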; further: on the % scale 0 is the no-effect control and ±100 the full control effect
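U2OS cells were transduced with wild-type KCNH2 virus (2.03 x 10^8 / mL) for 4 h at room temperature, then cultured overnight at 37 C. Thallium flux was read with FluxOr dye. Rate constants were normalized to DMSO controls.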
PKM2 activator: PKM2 (human) enzyme activation; P14618; purified PKM2, Kinase-Glo ATP luminescence, activation; response scale: 0% is enzyme alone, no compound; Potency, µM (top dose mostly 57.5 µM), without a hit: top-dose activation, actives largely listed as activators; 0.34% of 260,000 active; further: potency means the concentration at half of the fitted maximal effect; on the % scale 0 is the no-effect control and ±100 the full control effect; nearly all actives have a fitted effect of over 55% in size
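ATP formation by purified human PK-M2, quantified via coupled luciferase luminescence after 1 h at room temperature with 0.1 mM ADP and 0.5 mM PEP final.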
Numbers without * were called inactive; ? = inconclusive; · = not tested or not shown; [ ] = remark or other dose. Unless noted, the call rests on the fitted dose curve; in most records, active means well fitted curve in the direction sought with a large enough effect; inconclusive means small, poorly fitted or top-dose-only effect, or another doubt; inactive means no such curve, though single readings can be large; an effect the other way counts as inactive or inconclusive. This is a subset; count on the stated rates, not on these rows.

nr	SMILES	USP2a inh	Menin MLL FP TR	S-ASM inh	MBNL1-CUG inh	TSHR antagonist	Eya2 phos inh	Mito fusion act	Chronic BCR inh	GALK inh	KCNH2 WT inh	PKM2 activator
1	CC(=O)NCC(=O)NC(C(=O)Nc1ccc2c(c1)OCCO2)c1ccc(C)cc1 (configuration not stated)	2%	-12%	-1%	-5%	-3	1%	-2%	4%	1%	-7	-8%
2	CCOc1cc2c(cc1OCC)C(c1ccccc1)N(c1ccccc1)C(=O)C2 (configuration not stated)	3%	-10%	-1%	·	8	-3%	0%	-1%	-4%	-1	-2%
3	Cc1cc(O)c(-c2cc(C(=O)Nc3cccnc3)[nH]n2)cc1C	3%	·	-2%	·	7	0%	-2%	?	-1%	0	0%
4	CC(=O)c1ccc(NC(=O)c2ccc3nc(C)sc3c2)cc1	-1%	-23%	-3%	46%[activator]	-47	13%	-1%	?	-10%	37	1%
5	O=C(O)CC(NC(=O)C12CC3CC(CC(C3)C1)C2)c1ccc(F)cc1 (configuration not stated)	1%	-1%	7%	0%	-1	1%	-2%	-1%	3%	-18	·
6	Cc1cc(C[n+]2cc(Br)ccc2N)c2ncccc2c1	0%	·	-3%	7%	7	-29%	0%	-3%	1%	23	-4%
7	COCCCNC(=O)CCN1C(=O)COc2ccccc21	2%	4%	-2%	-10%	34	12%	-1%	1%	0%	-13	2%
8	CCOCCCNC(=O)c1c[nH]c2ccc(OCC)cc2c1=O	-1%	·	-2%	2%	-35	7%	-8%	0%	2%	6	-2%
9	N=c1sccn1CC(=O)NC(=O)NC1CCCC1	3%	-17%	4%	-6%	2	-2%	0%	0%	·	12	-1%
10	CCSc1nc(N)c2c(C)c(C)sc2n1	9%	-6%	2%	21%	7	-5%	12%	5%	-1%	3	1%
11	Cc1csc(SCC(=O)NC(=O)NC2CCCC2)n1	1%	-6%	3%	1%	14	5%	-16%	2%	8%	-8	-6%
12	CC1=C(C(=O)NCCc2ccc(C)cc2)C2(CCC(C)CC2)OC1=O (configuration not stated)	-3%	-12%	-3%	2%	-6	-1%	11%	0%	·	2	1%
13	COc1ccc(CN(C(=O)CSc2nnc(-c3ccccc3F)o2)c2ccc(F)cc2)cc1	-8%	-16%	-1%	-3%	-4	0%	13%	1%	2%	10	-3%
14	Cc1ccc(-c2nnc(CCC(=O)NCC3C4CC5CC(C4)CC3C5)o2)s1 (configuration not stated)	-10%	-24%	-2%	-5%	-24	-13%	23%	23%	-1%	-10	1%
15	COc1ccc(N2CCN(CC(=O)Nc3ccc(C)c(C)c3)CC2)cc1	-4%	-12%	-4%	-1%	0	-4%	14%	-3%	2%	7	-3%
16	COc1ccc(/C(O)=C2/C(=O)C(=O)N(CCN3CCNCC3)C2c2cccc([N+](=O)[O-])c2)cc1 (configuration not stated)	0%	1%	6%	?	-3	-22%	3%	7%	-4%	-7	-11%[11.5 µM]
17	CC1(C)CC(=O)C2=C(C1)Oc1ncn(CCO)c(=N)c1C2c1ccccc1 (configuration not stated)	2%	-9%	7%	-23%	-6	3%	3%	-1%	2%	-1	0%
18	Cc1cccc(C(=O)Nc2cccc(OC(=O)c3cccc(C)c3)c2)c1	1%	22%	-11%	-9%	9	-21%	2%	?	0%	0	0%
19	O=C(c1ccccc1)c1cccn1CC(=O)N1CCCCCC1	-1%	-10%	3%	-3%	4	7%	-1%	1%	-1%	-11	-5%
20	C=CCn1c(COc2ccc(Cl)cc2)nnc1SCC(=O)N/N=C/c1ccccc1	2%	·	-5%	7%	-6	3%	-2%	-14%	0%	8	-1%
21	CC(C)C(=O)Nc1ccccc1C(=O)N/N=C/c1ccc([N+](=O)[O-])cc1	0%	?	0%	?	-4	-9%	-1%	-6%	-2%	0	0%
22	Cc1ccc(OC(=S)Nc2ccccc2)c(C)c1	2%	12%	-1%	-10%	7	-8%	0%	6%	-2%	-22	-5%
23	CC(=O)OCc1nc2ccccc2s1	1%	5%	1%	-3%	-7	3%	0%	?	-2%	12	2%
24	CC(NC(=O)COC(=O)c1ccco1)c1ccccc1 (configuration not stated)	2%	-3%	2%	1%	4	-1%	-4%	?	-2%	4	1%
25	CN(C(=O)CSc1nnnn1-c1ccccc1)C1CCS(=O)(=O)C1 (configuration not stated)	1%	-3%	-1%	1%	-3	-4%	5%	5%	1%	-7	-5%
26	Cc1ccc(C2C3=C(Nc4[nH]n(-c5ccccc5)c(=O)c42)c2ccccc2C3=O)cc1 (configuration not stated)	-3%	?	·	?	-19	-8%	14%	?	-3%	·	0%
27	COc1cc(/C=C2/SC(=S)N(Cc3ccccc3)C2=O)ccc1OS(C)(=O)=O	1%	?	-15%	0%	-3	-10%	-11%	6%	-2%	·	·
28	CCCOc1ccc(N2C(=O)CC(N(CCCO)C(=O)CC)C2=O)cc1 (configuration not stated)	2%	·	2%	0%	1	-15%	-2%	8%	2%	6	-2%
29	Cc1ccc(CNC(=O)c2ccc(OCC3CCCO3)cc2)cc1 (configuration not stated)	0%	3%	2%	·	-3	7%	-3%	2%	0%	1	-1%
30	COC(=O)C1CCN(C(=O)c2ccc3nccnc3c2)CC1	1%	·	2%	21%	-8	-18%	2%	-21%	-7%	-2	-8%
31	CCc1ccc(NC(=O)C2CCN(S(=O)(=O)c3ccc4c(c3)N(C(C)=O)CCO4)CC2)cc1	0%	·	-3%	-3%	25	-3%	-3%	1%	-8%	-2	·
32	CN(C)S(=O)(=O)N(CC(=O)Nc1ccc(F)c(F)c1)c1ccccc1	1%	?	2%	-3%	2	-3%	1%	?	0%	36	0%
33	Cc1ccc(S(=O)(=O)N2CCN(c3ccnc4cc(Cl)ccc34)CC2)cc1C	-3%	-10%	-9%	-2%	-2	-12%	16%	1%	-1%	1	-3%
34	CCOC(=O)C(CC)/C(C)=N\NC(=O)c1ccccc1O (configuration not stated)	2%	1%	-2%	-9%	5	-19%	-5%	?	0%	4	0%
35	Cc1nc2nc(COc3ccccc3)[nH]n2c(=O)c1Cc1ccccc1	2%	16%	-1%	-6%	-9	-3%	-3%	?	-3%	-15	?
36	O=C(c1ccc(-n2cncn2)c([N+](=O)[O-])c1)N1CCN(S(=O)(=O)c2ccc(Br)cc2)CC1	-1%	·	·	·	12	-5%	0%	14%	·	9	·

Reprinted at random: 5 records from the list.
nr	SMILES	USP2a inh	Menin MLL FP TR	S-ASM inh	MBNL1-CUG inh	TSHR antagonist	Eya2 phos inh	Mito fusion act	Chronic BCR inh	GALK inh	KCNH2 WT inh	PKM2 activator
33	Cc1ccc(S(=O)(=O)N2CCN(c3ccnc4cc(Cl)ccc34)CC2)cc1C	-3%	-10%	-9%	-2%	-2	-12%	16%	1%	-1%	1	-3%
15	COc1ccc(N2CCN(CC(=O)Nc3ccc(C)c(C)c3)CC2)cc1	-4%	-12%	-4%	-1%	0	-4%	14%	-3%	2%	7	-3%
30	COC(=O)C1CCN(C(=O)c2ccc3nccnc3c2)CC1	1%	·	2%	21%	-8	-18%	2%	-21%	-7%	-2	-8%
27	COc1cc(/C=C2/SC(=S)N(Cc3ccccc3)C2=O)ccc1OS(C)(=O)=O	1%	?	-15%	0%	-3	-10%	-11%	6%	-2%	·	·
25	CN(C(=O)CSc1nnnn1-c1ccccc1)C1CCS(=O)(=O)C1 (configuration not stated)	1%	-3%	-1%	1%	-3	-4%	5%	5%	1%	-7	-5%

Compound activity from PubChem BioAssay.
